# Screening data: PubChem BioAssay, National Center for Advancing Translational Sciences (NCATS)
# TDP1 cell noCPT: qHTS for Inhibitors of human tyrosyl-DNA phosphodiesterase 1 (TDP1): qHTS in cells in absence of CPT. Potency, µM (top dose mostly 46.2 µM), for inactives: top-dose activity change, negative = growth inhibition, hits mostly inhibitors. DT40 Tdp1-/- hTDP1 cells, no CPT, ATP luminescence, 48 h. actives 15% (n = 420,000); also: nearly all actives have a fitted effect of over 55% in size
#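 No-CPT arm: Tdp1-/-;hTDP1 DT40 cells (400/well) plus compounds, incubated ≥48 hr at 37 °C. Readout CellTiter-Glo luminescence.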
# DT40 TDP1 CPT: DT40-hTDP1 cell growth loss with CPT; chicken DT40 Tdp1-/-;hTDP1 cells + 20 nM CPT, ATP luminescence, 48 h; AID 686979; Potency, µM (doses to about 46.2 µM), for inactives: at the highest dose activity change, negative = growth inhibition, hits mostly inhibitors; actives 12% (n = 420,000); also: nearly all actives have a fitted effect of over 55% in size
#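 Chicken DT40 Tdp1-/- cells complemented with human TDP1, 400 cells/well, exposed to compounds plus 20 nM camptothecin for at least 48 h at 37 C; viability read as ATP content by CellTiter-Glo luminescence.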
# TDP1 block: inhibitors of human tyrosyl-DNA phosphodiesterase TDP1; recombinant TDP1, AlphaScreen DNA substrate cleavage; Potency, µM (doses to about 130 µM), for inactives: at the top dose activity change, negative = inhibition, actives largely listed as inhibitors; actives 0.28% (n = 350,000); AID 485290; also: nearly all actives have a fitted effect of over 40% in size
# Target sequence (Q9NUW8 whole entry, looked up): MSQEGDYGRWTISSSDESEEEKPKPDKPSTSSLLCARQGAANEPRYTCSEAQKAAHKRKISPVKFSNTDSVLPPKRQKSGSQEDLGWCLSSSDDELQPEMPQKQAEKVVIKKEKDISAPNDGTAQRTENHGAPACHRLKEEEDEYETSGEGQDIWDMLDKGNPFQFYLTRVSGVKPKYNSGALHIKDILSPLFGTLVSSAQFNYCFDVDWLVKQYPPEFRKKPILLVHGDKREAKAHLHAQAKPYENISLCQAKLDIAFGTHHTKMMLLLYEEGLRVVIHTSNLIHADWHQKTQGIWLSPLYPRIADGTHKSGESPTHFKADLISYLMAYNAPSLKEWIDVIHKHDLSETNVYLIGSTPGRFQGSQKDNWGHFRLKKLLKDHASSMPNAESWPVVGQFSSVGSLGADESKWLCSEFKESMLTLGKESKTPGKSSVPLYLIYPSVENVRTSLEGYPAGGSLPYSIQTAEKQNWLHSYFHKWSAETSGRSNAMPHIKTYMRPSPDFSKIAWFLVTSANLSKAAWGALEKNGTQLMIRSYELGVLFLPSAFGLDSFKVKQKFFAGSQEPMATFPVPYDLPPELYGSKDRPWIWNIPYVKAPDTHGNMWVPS
#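 Tdp1 1 nM final; 15 min RT w/ cpd; substrate 15 nM, 5 min; beads 10 ug/ml, 10 min; AlphaScreen read. Neg ctrl: no enzyme.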
# The depositor's hits bear a star; ? = inconclusive; . = not tested or not shown; [ ] = another dose, or the depositor's remark. Calls follow the shape of the dose curve; as a rule, active = well fitted curve in the direction sought with a large enough effect; inconclusive = small, poorly fitted or top-dose-only effect, or another doubt; inactive = no such curve, though single readings can be large; an effect the other way counts as inactive or inconclusive. % is scaled to controls: 0 for no effect and ±100 for the full control effect; potency is read from the fitted curve at half-maximal effect.
SMILES,TDP1 cell noCPT,DT40 TDP1 CPT,TDP1 block
COc1ccc(-c2csc3nc(-c4ccccc4F)oc(=O)c23)cc1OC,16µM*,18µM*,-12%
O=C(CSc1n[nH]c(-c2cccs2)n1)N1CCCCC1,2%,0%,.
COC(=O)[C@@]1(Cc2ccc(F)cc2)[C@H]2c3cc(C(=O)N4CCCC4)n(CCc4ccc(OC)c(Br)c4)c3C[C@H]2CN1C(=O)c1ccccc1,18µM*,?,10%
Cc1cccc(NC(=O)CSc2ncnc3nc[nH]c23)c1,-9%,-25%,4%
CC(C)n1nccc1NS(=O)(=O)c1ccccc1,7%,-13%,2%
CC1(c2nc3ccccc3[nH]2)CCC(=O)N1Cc1ccc(F)cc1 (stereo not given),18%,-1%,.
Cc1oc(-c2ccccc2)[n+]([O-])c1C,-12%,-16%,3%
Nc1nc(-c2cccs2)c(NC(=O)c2ccccc2)s1,18µM*,16µM*,2%
N/C(=N\OC(=O)CCC1CCCCC1)c1ccccn1,-21%,2%,2%
Cc1ccc(C)c(N2CCN(C(=O)Cc3ccc(-n4c(=O)[nH]c5ccsc5c4=O)cc3)CC2)c1,?,?,0%
CC(C)(C)c1ccc(CC(=O)N2CCC2(C)C(=O)NCc2cccc3ccccc23)cc1 (stereo not given),26µM*,23µM*,.
CCCCNC(=O)N(CC)c1c(N)n(Cc2ccccc2)c(=O)[nH]c1=O,6%,4%,1%
COc1ccc(S(N)(=O)=O)cc1C(=O)OCC(=O)Nc1ncc(Cl)c(C)c1Cl,3%,18%,-6%
O=C(NCCC(=O)N1CCNC1=O)OCc1ccccc1,2%,-19%,5%
CSCCC1NC(=O)C(C(C)=NNC(N)=O)=C1O (stereo not given),16µM*,?,.
Cc1ccc(N2CCN(C(=O)c3cnn(-c4ccc(F)cc4F)c3C3CCN(C(=O)OC(C)(C)C)CC3)CC2)c(C)c1,23µM*,16µM*,4%
Cc1nn(Cc2ccccc2Cl)c(C)c1NC(=O)c1ccn(C)n1,12µM*,8.2µM*,8%
COC(=O)c1ccc(CO/N=C(\NC(C)=O)c2nonc2NC(C)=O)cc1,-6%,11%,5%
COc1ccc(C2NN=C(c3ccc(C)cc3)S2)cc1 (stereo not given),?,-28%,.
O=C(NC1CCCCCC1)C1CCC(=O)N(Cc2ccccc2F)C1 (stereo not given),-20%,-5%,3%
CCOC(=O)c1c(NC(=O)CSc2nnc(Cc3csc(N)n3)n2C)sc(C)c1C,?,-19%,9%
O=C(Nc1ccccc1)C1CCN(C(=O)c2ccco2)CC1,2%,2%,.
O=C(O)CC/C=C\CC[C@@H]1[C@@H](N2CCCCC2)[C@@H](O)C[C@@H]1OCc1ccc(-c2ccccc2)cc1,?,-16%,.
C=CCn1c(SCC(=O)NCC)nnc1-c1cc2c(s1)CCC(CC)C2 (stereo not given),16µM*,23µM*,-3%
Cc1cc(C)n2nc(C(=O)N/N=C/c3ccccc3Cl)nc2n1,-27%,19%,-1%

# Following part.
SMILES,TDP1 cell noCPT,DT40 TDP1 CPT,TDP1 block
Cc1cc(Cn2nnc3ccccc32)c(O)c(C(C)(C)C)c1,16µM*,16µM*,-8%
CN(C)C(=O)c1ccccc1Sc1ccc(Cl)cc1Cl,?,?,4%
CC1SC(c2ccc(Cl)cc2)NC1=O (stereo not given),0%,-9%,7%
COC(=O)[C@H](C)N(Cc1ccc(Cl)c(Cl)c1)S(=O)(=O)CCN1CCN(c2ccccc2)CC1,18µM*,?,1%[56.1 µM]
COc1ccc(OC)c(C2=C[N+](=O)C(C)(C)C(C)(C)N2[O-])c1,-24%,-1%,2%
O=C1NC(=O)c2cc(NC(=O)C3COc4ccccc4O3)ccc21 (stereo not given),-4%,-25%,-8%
COc1ccc(/C=C/C(=O)NC(=S)Nc2ccccn2)cc1,3%,-3%,.
CC1CCN(CC(=O)NC2CCCCC2)CC1,2%,-5%,.
COc1cccc2sc(N(CCCN(C)C)C(=O)c3ccc(S(=O)(=O)N4CCCc5ccccc54)cc3)nc12,?,?,9%
CCOC(=O)N1CCN(S(=O)(=O)N2CCCC(C(=O)NCCc3ccccc3)C2)CC1 (stereo not given),7%,-4%,0%
Cc1ccccc1OCc1nnc(SCC(=O)NC2CCCCC2)o1,-1%,9%,0%
CCNC(=S)NCc1ccc(OC)c(OC)c1,7%,17%,0%
CCOC(=O)c1cnn(-c2ccccc2)c1-n1cccc1C(=O)C(=O)Nc1ccccc1C(F)(F)F,21µM*,?,6%
O=C(COC(=O)c1ccc(F)cc1Cl)NC1CCCCCCC1,-22%,-12%,-6%
COC(=O)CCC(=O)NNC(=O)CCCOc1ccc(Cl)cc1Cl,-11%,-22%,6%
CSc1nc(Cc2ccccc2)cc(=O)[nH]1,-5%,-7%,0%
COc1cccc(-n2c(-c3ccc4[nH]c(C)c(C)c4c3)n[nH]c2=S)c1,?,?,10%
C=C(C)CN=C1SC(C(=O)Nc2sc3c(c2C(=O)OC)CCC3)C(N)=C1C(N)=O (stereo not given),?,?,11%
COc1ccc(CN2CCN(CCCc3ccccc3)C(CCO)C2)c(O)c1 (stereo not given),-14%,-1%,3%
CCN(CC)CC(=O)c1c[nH]c2ccc(OC)cc12,-1%,5%,2%
O=C(CSc1ccc(Cl)cc1)Nc1cccc(-c2nc3ncccc3o2)c1,18µM*,?,0%
Nc1ccc(C(=O)OCCCc2nc3ccccc3[nH]2)cc1,-30%,-6%,6%
O=C(Nc1cc(Cl)ccc1N1CCOCC1)c1ccc(F)c(S(=O)(=O)N2CCOCC2)c1,?,?,0%
CCOC(=O)c1c(NC(=O)C(C)S(=O)(=O)c2cn(CC)c3ccccc23)sc2c1CCCC2 (stereo not given),6.5µM*,?,3%
C[C@H](CO)N1C[C@H](C)[C@@H](CN(C)S(=O)(=O)c2ccc3ccccc3c2)OCc2cn(nn2)CCCC1=O,-20%,-3%,.

# The results go on.
SMILES,TDP1 cell noCPT,DT40 TDP1 CPT,TDP1 block
Cc1ccc(C2(C)NC(=O)N(CC(=O)Nc3ccc4c(c3)CCC4)C2=O)cc1 (stereo not given),-23%,?,2%
CCOC(=O)N1CCC(NC(=O)c2oc3c(C)c(C)ccc3c2C)CC1,?,21µM*,.
CCCCn1c(=O)[nH]c2c(oc3ccccc32)c1=O,-3%,-12%,.
CCN(CC)S(=O)(=O)c1cccc(NC(=O)CCSc2ccc(Cl)cc2)c1,21µM*,16µM*,8%
S=c1[nH]nc(CNc2cccc(Cl)c2)o1,4%,16%,0%
O=S(=O)(c1cccc(C(F)(F)F)c1)N1CCCC1c1cccnc1 (stereo not given),?,-3%,0%
CC(OC(=O)c1cccc(-n2cnnn2)c1)C(=O)Nc1ccc(F)c(F)c1F (stereo not given),?,?,.
CN(C)CCN(C(=O)c1ccc(S(=O)(=O)N2CCc3ccccc32)cc1)c1nc2ccc(F)cc2s1,0%,?,7%
COc1ccc(Cl)cc1NC(=O)C(=O)NC1CCCCCC1,-29%,-11%,1%
Cc1cc(OC(=O)c2ccccc2C(F)(F)F)c([N+](=O)[O-])c(=O)[nH]1,0%,-10%,.
Cc1ccc(C)c(-n2ccnc2SCC(N)=O)c1,0%,3%,0%
CN(c1nnc(N)s1)C1CCCCC1,1%,5%,-3%
NS(=O)(=O)c1ccc(CCNC(=O)CCCn2c(SCC(=O)N3CCCC3)nc3ccsc3c2=O)cc1,?,-5%,1%
Cc1cc(NC(=O)CSCc2nc(-c3cccc(F)c3)oc2C)no1,-13%,-9%,8%
CC(=O)c1c(C)[nH]c(C(=O)OCC(=O)NC(C)c2ccccc2)c1C (stereo not given),?,-5%,.
Cc1ccc2c(c1)C1CN(C)CCC1N2C(=O)COc1ccc(N(C)C(=O)c2ccccc2)cc1 (stereo not given),13µM*,5.2µM*,-1%
COc1ccc(NC(=O)c2cccnn2)cc1,-10%,-17%,.
CCn1nc(C)c(/C=N/NC(=O)Cn2nccc2C)c1C,-1%,-16%,3%
COc1cccc(-c2cnc3c(c2)C(=O)N([C@H](C)CO)C[C@@H](C)[C@H](CN(C)C(=O)Nc2ccccc2F)O3)c1,0%,-1%,.
O=C(c1cccs1)N1CCN(C(=O)c2cccs2)C1=S,5.8µM*,5.8µM*,.
CC(C)c1ccc(NC(=O)CSc2nc(=O)n(Cc3cccnc3)c3c2CCC3)cc1,26µM*,?,-5%
O=[N+]([O-])c1ccc2nc(SCc3cn4cccnc4n3)[nH]c2c1,-12%,-13%,4%
Cn1c(=O)c2c(nc(CN3CCCCC3)n2CCc2ccccc2)n(C)c1=O,?,-15%,2%
CCc1ccc(NC(=O)C(=O)NNC(=O)c2ccc(OC)cc2)cc1,?,?,2%
CC(=O)c1ccc(-n2nnnc2SCC(=O)NNC(=O)c2ccco2)cc1,-14%,-13%,5%

# (cont.)
SMILES,TDP1 cell noCPT,DT40 TDP1 CPT,TDP1 block
CCCCNC(=O)c1sc(=S)n2c1[nH]c(=O)c1ccc(C(=O)NCCc3ccc(OC)c(OC)c3)cc12,-27%,-16%,-4%
CC(OC(=O)CCN1C(=O)C2CC=CCC2C1=O)C(=O)Nc1ccc(F)cc1 (stereo not given),-19%,1%,.
COc1ccccc1C(=O)Nc1ccnn1C1CCN(C(=O)c2cnsn2)CC1,-10%,-3%,1%
c1ccc2c(c1)nc(NCc1ccc3c(c1)OCO3)n2CCN1CCOCC1,-7%,-14%,3%
COC(=O)c1[nH]c(C)c(/C(O)=C2\C(=O)C(=O)N(CCN3CCOCC3)C2c2ccco2)c1C (stereo not given),-9%,21%,3%
CN(C(=O)COC(=O)C1COc2ccccc2O1)C1(C#N)CCCCC1 (stereo not given),5%,7%,-6%
CCOC(=O)N1CCN(S(=O)(=O)N2CCCC(C(=O)NCc3ccc(F)cc3)C2)CC1 (stereo not given),-2%,-19%,2%
Clc1ccc(CNc2ncnc3nc[nH]c23)cc1,?,?,2%
Cc1ccc2nc3c(cc(C(=O)NC4CCCCC4)c(=N)n3C(C)C)c(=O)n2c1,-11%,6%,.
CN(C)/N=C/C=C1\CCC/C(=C/c2cccs2)C1=O,?,?,4%
CC1CCCCC1NC(=O)C1CCCN1S(=O)(=O)c1cccc2nsnc12 (stereo not given),?,?,6%
COc1cc(/C=N/n2c(-c3cc(C)[nH]n3)n[nH]c2=S)ccc1O,-3%,14%,.
c1ccc(CSc2ccc(-c3cccnc3)nn2)cc1,?,-23%,0%
Cc1ccc(NC(=O)c2ccc3c(c2)OCO3)cc1S(=O)(=O)N1CCOCC1,?,?,0%[56.1 µM]
CCCC(=O)N/C(N)=N/c1nc(C)c2cc(C)ccc2n1,23µM*,18µM*,-5%
COC(=O)c1[nH]c2ccccc2c1NC(=O)Oc1ccccc1,10%,4%,-1%

# Exported with values under each structure: 15 of the compounds above.
# Fields – TDP1 cell noCPT	DT40 TDP1 CPT	TDP1 block
> CCc1ccc(NC(=O)C(=O)NNC(=O)c2ccc(OC)cc2)cc1
→ ?	?	2%
> CC(=O)c1ccc(-n2nnnc2SCC(=O)NNC(=O)c2ccco2)cc1
→ -14%	-13%	5%
> CCCCNC(=O)c1sc(=S)n2c1[nH]c(=O)c1ccc(C(=O)NCCc3ccc(OC)c(OC)c3)cc12
→ -27%	-16%	-4%
> CC(OC(=O)CCN1C(=O)C2CC=CCC2C1=O)C(=O)Nc1ccc(F)cc1 (stereo not given)
→ -19%	1%	.
> COc1ccccc1C(=O)Nc1ccnn1C1CCN(C(=O)c2cnsn2)CC1
→ -10%	-3%	1%
> c1ccc2c(c1)nc(NCc1ccc3c(c1)OCO3)n2CCN1CCOCC1
→ -7%	-14%	3%
> COC(=O)c1[nH]c(C)c(/C(O)=C2\C(=O)C(=O)N(CCN3CCOCC3)C2c2ccco2)c1C (stereo not given)
→ -9%	21%	3%
> CN(C(=O)COC(=O)C1COc2ccccc2O1)C1(C#N)CCCCC1 (stereo not given)
→ 5%	7%	-6%
> CCOC(=O)N1CCN(S(=O)(=O)N2CCCC(C(=O)NCc3ccc(F)cc3)C2)CC1 (stereo not given)
→ -2%	-19%	2%
> Clc1ccc(CNc2ncnc3nc[nH]c23)cc1
→ ?	?	2%
> Cc1ccc2nc3c(cc(C(=O)NC4CCCCC4)c(=N)n3C(C)C)c(=O)n2c1
→ -11%	6%	.
> CN(C)/N=C/C=C1\CCC/C(=C/c2cccs2)C1=O
→ ?	?	4%
> CC1CCCCC1NC(=O)C1CCCN1S(=O)(=O)c1cccc2nsnc12 (stereo not given)
→ ?	?	6%
> COc1cc(/C=N/n2c(-c3cc(C)[nH]n3)n[nH]c2=S)ccc1O
→ -3%	14%	.
> c1ccc(CSc2ccc(-c3cccnc3)nn2)cc1
→ ?	-23%	0%
